High-throughput results as filed in PubChem.
LmPK inh = LmPK (Leishmania mexicana) enzyme inhibition. Q27686. purified LmPK, Kinase-Glo ATP luminescence, 1 h. Potency, µM (highest dose often 57.5 µM), inactives show at the top dose activity change, negative = inhibition, hits mostly inhibitors. 0.37% of 290,000 active. AID 1721; also: potency is read from the fitted curve at half-maximal effect; % is scaled to controls: 0 for no effect and ±100 for the full control effect
Target sequence (Q27686 whole entry, looked up): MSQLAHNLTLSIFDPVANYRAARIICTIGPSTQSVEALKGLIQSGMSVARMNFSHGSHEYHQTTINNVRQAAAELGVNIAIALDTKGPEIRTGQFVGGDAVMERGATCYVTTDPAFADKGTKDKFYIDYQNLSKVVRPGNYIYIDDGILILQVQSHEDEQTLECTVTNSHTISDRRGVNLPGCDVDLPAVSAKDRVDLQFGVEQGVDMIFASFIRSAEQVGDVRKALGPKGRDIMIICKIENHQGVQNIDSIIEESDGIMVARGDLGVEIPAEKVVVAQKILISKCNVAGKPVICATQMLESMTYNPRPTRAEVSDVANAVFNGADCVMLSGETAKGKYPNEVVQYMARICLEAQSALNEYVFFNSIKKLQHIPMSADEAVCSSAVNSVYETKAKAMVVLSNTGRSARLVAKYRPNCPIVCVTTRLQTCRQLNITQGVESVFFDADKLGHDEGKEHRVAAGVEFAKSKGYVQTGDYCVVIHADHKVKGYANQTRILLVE
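qHTS format; LmPK 0.1 nM; substrates PEP 0.5 mM and ADP 0.1 mM. One-hour room-temperature incubation, then coupled luciferase luminescence; 0.5 nM enzyme wells mark activation.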
Shiga toxin inh = inhibitors of Shiga toxin in Vero cells. Vero cells, Shiga toxin protein synthesis inhibition reporter. inhibition, % at 38.7 µM. 9.2% of 290,000 active. AID 2315; in the data active = inhibition mostly above about 28%, no sharp cut-off; inactive = mostly below about 43%; also: 0% is about no effect
Pf growth 48h = inhibits P. falciparum growth in the first generation, 48 h | P. falciparum luciferase growth in erythrocytes, 48 h | Potency, µM (titrated, usually from 28.7 µM), for inactives: top-dose activity change, negative = inhibition, usual class: inhibitors | 5.9% of 310,000 active; also: potency is read from the fitted curve at half-maximal effect; % is scaled to controls: 0 for no effect and ±100 for the full control effect
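Luciferase-expressing parasites in RBCs, 2% Hct / 0.1% parasitemia final; RPMI 1640 + 0.5% Albumax; 37 C, 5% CO2, one generation; luminescence read-out, lower signal = inhibition.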
CHX counter = affects cycloheximide protein synthesis inhibition readout, counter-screen | max response, % | cell reporter, cycloheximide protein synthesis inhibition counterscreen | AID 2314 | 12% of 300,000 active; in the data active = max response mostly above about 13%, no sharp cut-off; inactive = mostly below about 14%; also: read at 38.3 µM for the half of the compounds with a filed dose; 0% is about no effect
AmpC no deterg = blocks E. coli AmpC beta-lactamase in detergent-free assay; AmpC nitrocefin hydrolysis, absorbance 480 nm, 0.0001% Triton; Potency, µM (highest dose often 57.1 µM), without a hit: top-dose activity change, negative = inhibition, most hits filed as inhibitors; AID 485341; 0.52% of 330,000 active;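 also: potency is read from the fitted curve at half-maximal effect; plate controls were no compound for no effect and no enzyme for full effect; nearly all actives have a fitted effect of over 20% in size; some results filed as inactive show a strong effect at the top dose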
Target sequence (P00811 whole entry, looked up): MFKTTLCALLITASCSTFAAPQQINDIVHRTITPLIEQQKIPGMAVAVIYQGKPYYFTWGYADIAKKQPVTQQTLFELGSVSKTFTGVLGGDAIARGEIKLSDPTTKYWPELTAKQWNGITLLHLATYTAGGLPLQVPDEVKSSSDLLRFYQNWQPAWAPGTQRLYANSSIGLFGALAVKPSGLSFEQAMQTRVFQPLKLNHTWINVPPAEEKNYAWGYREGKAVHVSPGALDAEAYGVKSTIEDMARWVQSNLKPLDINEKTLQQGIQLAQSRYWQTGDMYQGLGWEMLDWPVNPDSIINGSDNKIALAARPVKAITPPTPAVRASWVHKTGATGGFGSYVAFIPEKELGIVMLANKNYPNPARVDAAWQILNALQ
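20 mM phosphate pH 7.0 + 0.01% (detergent screen) or 0.0001% Triton X-100; 5.3 nM AmpC reagent; cpd preinc 15 min RT; nitrocefin (800 uM stock) to start; A480 q20 s × 4 min; Activity was normalised to no-enzyme and no-compound control wells.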
Pf growth 96h = P. falciparum growth inhibition at 96 hours; P. falciparum luciferase reporter growth, 96 h; Potency, µM (top dose mostly 28.7 µM), inactives show top-dose activity change, negative = inhibition, hits mostly inhibitors; 6.9% of 320,000 active; AID 504834; also: potency is read from the fitted curve at half-maximal effect; % is scaled to controls: 0 for no effect and ±100 for the full control effect
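Readout is luminescence from an integrated firefly luciferase in P. falciparum. Red cells, 2% hematocrit and 0.05% parasitemia final, were cultured with compound through two parasite generations (96 hours) at 37 C, 5% CO2.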
Tb PYK inh = inhibitors of Trypanosoma brucei pyruvate kinase; Q57TT1; TbPYK enzyme, Kinase-Glo Plus ATP luminescence, 45 min; Potency, µM (highest dose often 76.8 µM), for the others: at the highest dose activity, negative = inhibition, usual class: inhibitors; 0.12% of 410,000 active; also: potency is read from the fitted curve at half-maximal effect; % is scaled to controls: 0 for no effect and ±100 for the full control effect; nearly all actives have a fitted effect of over 50% in size
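Glycolytic pyruvate kinase of T. brucei was incubated with substrate, test compound and 130 uM ADP for 45 minutes at room temperature. Luminescent Kinase-Glo Plus signal was measured after 10 minutes.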
Numbers without * were called inactive; u = inconclusive; x = no result given; & = joins results of further samples; [ ] = remark or other dose. Unless noted, calls follow the shape of the dose curve; as a rule, active = well fitted curve in the direction sought with a large enough effect; inconclusive = small, poorly fitted or top-dose-only effect, or another doubt; inactive = no such curve, though single readings can be large; an effect the other way counts as inactive or inconclusive.

1: Cc1ccccc1-c1nc(CN2CCC(C(=O)NCc3ccco3)CC2)c(C)o1
2: O=C(Nc1ccc(F)c(Cl)c1)c1cccnc1
3: CCCn1c(S(=O)(=O)O)nc2ccccc21
4: O=C(CN1C(=O)S/C(=C\c2ccccc2Cl)C1=O)NCCCn1ccnc1
5: COc1cccc(-c2nc(CS(=O)(=O)CC(=O)NCCCN3CC(C)CC(C)C3)c(C)o2)c1 (centres undefined)
6: CCCCCn1c(CCCNC(=O)CC)nc2ccccc21
7: CCC/C=N/NC(=O)CNC(=O)c1ccccc1Cl
8: CCS(=O)(=O)C(C)(C)S(=O)(=O)CC
compound no. | 1 | 2 | 3 | 4 | 5 | 6 | 7 | 8
LmPK inh | -2% | -3% | 3% | 0% | 1% | -1% | -1% | x
CHX counter | -2 | 14* | -2 | 1 | 5 | -2 | 5 | x
Tb PYK inh | -2% | -17% | -13% | -6% | 4% | -5% | -5% | -8%
AmpC no deterg | 30% | -16% | -2% | 53% | 108%[activator] | 11% | -55% | x
Pf growth 96h | x | 3% | 10% | 25% | u | -9% | 6% | 7%
Pf growth 48h | 34%[activator] | 52%[activator] | -2% | 37%[activator] | -22% | 0% | 39%[activator] | 0%
Shiga toxin inh | 3 | 7 | -5 | -3 | -9 | -4 | 5 | x

6 entries from above, bar-delimited.
nr | smiles | LmPK inh | CHX counter | Tb PYK inh | AmpC no deterg | Pf growth 96h | Pf growth 48h | Shiga toxin inh
1 | Cc1ccccc1-c1nc(CN2CCC(C(=O)NCc3ccco3)CC2)c(C)o1 | -2% | -2 | -2% | 30% | x | 34%[activator] | 3
7 | CCC/C=N/NC(=O)CNC(=O)c1ccccc1Cl | -1% | 5 | -5% | -55% | 6% | 39%[activator] | 5
3 | CCCn1c(S(=O)(=O)O)nc2ccccc21 | 3% | -2 | -13% | -2% | 10% | -2% | -5
6 | CCCCCn1c(CCCNC(=O)CC)nc2ccccc21 | -1% | -2 | -5% | 11% | -9% | 0% | -4
5 | COc1cccc(-c2nc(CS(=O)(=O)CC(=O)NCCCN3CC(C)CC(C)C3)c(C)o2)c1 (centres undefined) | 1% | 5 | 4% | 108%[activator] | u | -22% | -9
8 | CCS(=O)(=O)C(C)(C)S(=O)(=O)CC | x | x | -8% | x | 7% | 0% | x

Next results:
9: CSCCC(NC(=O)c1cccc(S(=O)(=O)N2CCOCC2)c1)C(=O)Nc1cccc(C)c1 (centres undefined)
10: CC(C)(C)NCC(O)COc1ccccc1C(C)(C)C (centres undefined)
11: CCOc1cc(-c2nccc3cc(OC)c(OC)cc23)cc(OCC)c1OCC
12: NCCc1nnc(SCC(=O)Nc2cccc(Cl)c2)o1
13: Cc1ccc(S(=O)(=O)Nc2ccc(-n3c(C)nc4ccccc4c3=O)cc2)cc1
14: COC(=O)c1ccccc1NC(=O)/C=C/c1ccco1
15: CC(C)C(=O)NC(C)C(c1cccs1)N1CCOCC1 (centres undefined)
16: Cn1c(=O)cc(OCC(=O)N2CCN(C3CCCCC3)CC2)c2ccccc21
compound no. | 9 | 10 | 11 | 12 | 13 | 14 | 15 | 16
LmPK inh | 0% | 3% | -1% | -9% | x | -5% | 5% | 3%
CHX counter | -4 | -5 | -2 | -8 | x | 38* | 10 | 1
Tb PYK inh | 18% | -2% | -4%&-4% | 2% | -4% | -3% | -3% | -1%
AmpC no deterg | 12% | -1% | 141%[activator] | -20% | -9% | -6% | -1% | 0.89µM*
Pf growth 96h | u | u | 11µM* | u | 24% | -24% | u | 10%
Pf growth 48h | -21% | 4.7µM* | 10µM* | 20% | u | u | -8% | 5%
Shiga toxin inh | 11 | -14 | -2 | -10 | x | 53* | -3 | -5

17: CC(=O)Nc1ccc(SC[C@H](CC(C)C)N2CCN(CC(C)C)CCC2=O)cc1
18: CSc1ccc(/C=N/N2CCN(Cc3ccc(C)cc3C)CC2)cc1
19: N#C/C(=C\c1ccc(F)cc1)c1n[nH]c(Cn2cncn2)n1
20: CC(=O)c1ccccc1OCCCCN1CCCCC1
21: COc1ccc(C)cc1NC(=O)c1cnc2scc(C)n2c1=O
22: Cc1c(OCC(=O)N2CCC[C@@H]2C(=O)O)ccc2c3c(c(=O)oc12)CCC3
23: O=C(NN=C1C2CC3CC1CC(Cl)(C3)C2)c1ccccn1
24: CC(C)Cc1nnc(NC(=O)CCC(=O)N2CCN(c3ccc(Cl)cc3)CC2)s1
compound no. | 17 | 18 | 19 | 20 | 21 | 22 | 23 | 24
LmPK inh | 1% | -2% | -1% | -3% | 6% | -3% | 1% | 6%
CHX counter | -6 | -2 | -2 | 1 | -2 | -3 | 14* | -3
Tb PYK inh | 7% | 5% | 1% | -16% | 2% | 4% | 1% | -7%
AmpC no deterg | 110%[activator] | -11% | -21% | -16% | -11% | -17% | -18% | -14%
Pf growth 96h | u | -6% | x | u | -10% | -22% | u | u
Pf growth 48h | u | -1% | 4% | 38% | 13% | 55%[activator] | 223%[activator] | -8%
Shiga toxin inh | -4 | -2 | -8 | -1 | 0 | -7 | 43 | -7

25: CC(=O)NC(=C(Cl)Cl)S(=O)(=O)c1ccccc1
26: Cc1nnsc1SCCNC(=O)Nc1ccc(Cl)cc1
27: COc1ccccc1N1CCN(C(=O)CN(c2ccccc2OC)S(=O)(=O)c2ccccc2)CC1
28: O=C(CN1C(=O)/C(=C\c2cccc(Br)c2)Oc2ccccc21)NCC1CCCO1 (centres undefined)
29: O=C(O)C1CC=CCC1C(=O)N1CCCC1 (centres undefined)
30: CCN(CC)C(=O)CSc1nc2ccccc2c(=O)n1CC
31: CN(C)CC(O)CN(c1ccccc1)c1ccccc1 (centres undefined)
32: CCNC(=O)c1ccc(-n2nc(C)cc2-c2ccccc2)cc1
compound no. | 25 | 26 | 27 | 28 | 29 | 30 | 31 | 32
LmPK inh | -1% | 2% | 2% | 4% | 3% | -8% | -2% | 0%
CHX counter | 36* | 24* | -1 | -5 | -6 | -5 | -1 | -3
Tb PYK inh | 5% | 0% | 3% | 7% | 2% | 0% | 0% | 0%
AmpC no deterg | 3% | -13%[2.29 µM] | 144%[activator] | 2% | -16% | 0% | 3% | 14%
Pf growth 96h | u | u | 1.3µM* | 13µM* | 34%[activator] | u | 10% | 1.5µM*
Pf growth 48h | u | u | u | u | 14% | x | 7% | u
Shiga toxin inh | 66* | 82* | 11 | 22 | -14 | -12 | 11 | -16

33: Cc1cc(C)n(C(=O)CCCCCC(=O)n2nc(C)cc2C)n1
34: Fc1cccc(CN2CCN(Cc3nc(-c4cnccn4)no3)CC2)c1
35: O=C(Nc1cc(N2CCCCC2)ncn1)c1ccccc1
36: FC(F)(F)c1ccccc1NC(=S)NN1CCOCC1
37: Cc1cc(N/C=C/C(=O)c2cccs2)ccc1F
38: COCCCN1CC(=O)N2C(c3ccc(C)cc3)c3[nH]c4ccccc4c3C[C@H]2C1=O (some centres undefined)
39: O=c1[nH]c(N/N=C/c2cc3c(cc2[N+](=O)[O-])OCO3)nc2ccccc12
40: CS(=O)(=O)c1ccc(C(=O)Nc2cc(S(C)(=O)=O)ccc2Cl)cc1
compound no. | 33 | 34 | 35 | 36 | 37 | 38 | 39 | 40
LmPK inh | -3% | 0% | 2% | 6% | u | -11% | 0% | 4%
CHX counter | -1 | -4 | 29* | -5 | 29* | -3 | 2 | 0
Tb PYK inh | 1% | -1% | 1% | x | -8% | 1% | -4% | -2%
AmpC no deterg | 22% | 16% | -12% | -18% | -34% | 122%[activator] | -15% | -12%
Pf growth 96h | 1% | 19% | 5% | -5% | 25% | u | u | 7%
Pf growth 48h | 5% | 6% | 23% | x | 367%[activator] | u | 37%[activator] | 5%
Shiga toxin inh | 3 | -7 | 54* | -12 | 97* | -7 | -2 | -23

41: CC(NC(=O)c1ccc(Cl)cc1)c1nnc(SCc2ccc([N+](=O)[O-])cc2)n1C (centres undefined)
42: C/C=C/Cn1c(Br)nc2c1c(=O)n(C)c(=O)n2C
43: COc1cc(CNCCc2ccc(S(N)(=O)=O)cc2)ccc1OCc1ccc(Cl)cc1
44: O=C(CSc1ccccc1)N(c1ccc(Br)cc1)c1nccs1
45: CC(NC(=O)C(NS(=O)(=O)c1cccs1)C(C)C)c1ccc(S(N)(=O)=O)cc1 (centres undefined)
46: COc1ccc(C(=O)/C=C/N2CCCCC2)cc1OC
47: O=[N+]([O-])c1ccc2nc(CN3CCCCC3)[nH]c2c1
48: CC1CCN(C(=O)CN2C(=O)NC(c3ccccc3)(c3ccccc3)C2=O)CC1
compound no. | 41 | 42 | 43 | 44 | 45 | 46 | 47 | 48
LmPK inh | -2% | 7% | 0% | 3% | x | -7% | -2% | x
CHX counter | -1 | -4 | -4 | 9 | x | 1 | 15 | x
Tb PYK inh | -8% | 2% | 1% | 1% | -10% | -6% | 1% | 1%
AmpC no deterg | -12% | -24% | -2% | -33% | -7% | 39% | -15% | 5%
Pf growth 96h | 22% | 13% | 6.6µM* | 30% | -26% | 0%[5.75 µM] | 46%[activator] | u
Pf growth 48h | -2% | 1% | 8.3µM* | -1% | 2% | u | -4% | u
Shiga toxin inh | 10 | -17 | 11 | -3 | x | -15 | 20 | x

Arranged by formula weight (low to high): three of the compounds above
47: O=[N+]([O-])c1ccc2nc(CN3CCCCC3)[nH]c2c1
48: CC1CCN(C(=O)CN2C(=O)NC(c3ccccc3)(c3ccccc3)C2=O)CC1
41: CC(NC(=O)c1ccc(Cl)cc1)c1nnc(SCc2ccc([N+](=O)[O-])cc2)n1C (centres undefined)
compound no. | 47 | 48 | 41
LmPK inh | -2% | x | -2%
CHX counter | 15 | x | -1
Tb PYK inh | 1% | 1% | -8%
AmpC no deterg | -15% | 5% | -12%
Pf growth 96h | 46%[activator] | u | 22%
Pf growth 48h | -4% | u | -2%
Shiga toxin inh | 20 | x | 10

The list continues:
49: Cc1ccc(NC(=O)CCn2c(=O)[nH]c3ccsc3c2=O)cc1
50: COc1cc2ccccc2cc1C(=O)Nc1ccccc1Cl
51: O=C(Nc1nnc(S(=O)(=O)N2CCN(c3ccc(F)cc3)CC2)s1)c1ccco1
52: COc1cc(C(O)P(=O)(OC2CCCCC2)c2ccc(N(C)C)cc2)cc(OC)c1OC (centres undefined)
53: CCOC(=O)c1ccc(NC(=O)CCc2nc(-c3ccc(Cl)cc3)no2)cc1
54: Cc1ccc(-c2c(C(=O)N/N=C/C3CCCCC3)nnn2-c2nonc2N)cc1
55: CCOC(=O)COc1ccc2c(c1)c(C(C)=O)c(C)n2-c1ccccc1
compound no. | 49 | 50 | 51 | 52 | 53 | 54 | 55
LmPK inh | -1% | -1% | -6% | 3% | 1% | 6% | 7%
CHX counter | 3 | 86* | -9 | -1 | -2 | -5 | -2
Tb PYK inh | 0% | -3% | -12% | -8% | 5% | -2% | -13%
AmpC no deterg | -33% | -50% | -22% | 60%[activator] | -16% | -22% | 51%
Pf growth 96h | u | 32%[activator] | 4% | 13µM* | u | u | 10%
Pf growth 48h | -19% | u | -29% | u | u | u | -3%
Shiga toxin inh | 33 | 71* | -7 | -10 | 9 | -1 | 2
